PI4K2A block – blocks human PI4K2A kinase activity; Q9BTU6; purified PI4K2A, ADP-Glo luminescence, 1 h; hits give low values; activity change, negative = inhibition, % at 76.9 µM; 420,000 compounds, 0.13% hits; AID 1346378; in the data active = activity change below about -50%; inconclusive = mostly about -30% to -49%;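 note: -100% = wells without enzyme as full effect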
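Compounds are screened against recombinant PI4K2A using PI as substrate and ATP, the latter dispensed at 300 microM. Reactions run one hour at ambient temperature before ADP-Glo detection; full inhibition defined by wells lacking enzyme.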
GLS inh – inhibitors of human glutaminase (GLS) | O94925 | GLS enzymatic activity, qHTS titration | Potency, µM (titrated, usually from 45.5 µM), inactives show top-dose activity change, negative = inhibition, most hits filed as inhibitors | 410,000 compounds, 0.21% hits | AID 624170; note: potency is the fitted concentration of half-maximal effect; % is set by controls: 0 for no effect and ±100 for the full control effect
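hKGA in 45 mM KH2PO4 (pH 8.2), 0.02% Tween-20 with compound, then 1mM L-Glutamine (stock as added) plus glutamate oxidase/HRP/Amplex red coupling mix. Fluorescence read initially and after 30 min at RT; signal change reflects glutamate formation.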
JMJD2A Tudor – JMJD2A Tudor domain (human) inhibition; O75164; AlphaScreen JMJD2A-Tudor / H3K4me3 peptide binding; Potency, µM (titrated, usually from 114 µM), for inactives: top-dose activity change, negative = inhibition, hits mostly inhibitors; 390,000 compounds, 4.4% hits; AID 504339; note: potency is the fitted concentration of half-maximal effect; % is set by controls: 0 for no effect and ±100 for the full control effect; nearly all actives have a fitted effect of over 50% in size
12-LOX inh – blocks human arachidonate 12S-lipoxygenase; P18054; purified 12hLO, xylenol orange hydroperoxide absorbance; Potency, µM (titrated, usually from 108 µM), without a hit: top-dose activity change, negative = inhibition, actives largely listed as inhibitors; 580,000 compounds, 1.1% hits; AID 1671190; note: potency is the fitted concentration of half-maximal effect; % is set by controls: 0 for no effect and ±100 for the full control effect
Target sequence (P18054 whole entry, looked up): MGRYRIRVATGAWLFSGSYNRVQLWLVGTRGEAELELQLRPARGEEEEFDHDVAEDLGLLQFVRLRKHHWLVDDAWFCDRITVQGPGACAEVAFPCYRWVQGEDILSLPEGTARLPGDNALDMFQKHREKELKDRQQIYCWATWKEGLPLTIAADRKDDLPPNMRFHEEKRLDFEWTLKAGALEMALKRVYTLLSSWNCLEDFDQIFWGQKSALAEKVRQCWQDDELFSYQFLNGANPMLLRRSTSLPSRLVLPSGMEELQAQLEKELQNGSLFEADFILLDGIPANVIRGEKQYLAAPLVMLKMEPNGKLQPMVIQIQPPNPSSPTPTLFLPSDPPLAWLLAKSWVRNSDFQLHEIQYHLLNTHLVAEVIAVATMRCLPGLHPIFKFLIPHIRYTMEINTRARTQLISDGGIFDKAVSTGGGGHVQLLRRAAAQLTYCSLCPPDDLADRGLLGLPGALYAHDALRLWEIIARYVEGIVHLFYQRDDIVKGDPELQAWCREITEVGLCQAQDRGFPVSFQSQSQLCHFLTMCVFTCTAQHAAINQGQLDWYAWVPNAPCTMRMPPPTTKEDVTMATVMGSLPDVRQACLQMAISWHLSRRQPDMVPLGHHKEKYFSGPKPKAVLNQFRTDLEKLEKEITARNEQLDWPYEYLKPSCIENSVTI
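Purified human 12hLO at 150 nM in 25 mM Hepes, 0.01% Triton X-100, pH 7.0, preincubated 15 min at room temperature with compound. Reaction started with 40 uM arachidonic acid, 30 min at room temperature. Hydroperoxide measured by Fe-xylenol orange, 573/405 nm absorbance ratio.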
HP1b binding inh – inhibitors of HP1-beta chromodomain binding to methylated histone tails | AID 540317 | 390,000 compounds, 0.56% hits | P83916 | Potency, µM (doses to about 114 µM), for the others: at the highest dose activity change, negative = inhibition, hits mostly inhibitors | AlphaScreen HP1-beta / biotin-H3K9me3 peptide binding; note: potency is the fitted concentration of half-maximal effect; nearly all actives have a fitted effect of over 70% in size; inactives centre near 23
Target sequence (P83916 whole entry, looked up): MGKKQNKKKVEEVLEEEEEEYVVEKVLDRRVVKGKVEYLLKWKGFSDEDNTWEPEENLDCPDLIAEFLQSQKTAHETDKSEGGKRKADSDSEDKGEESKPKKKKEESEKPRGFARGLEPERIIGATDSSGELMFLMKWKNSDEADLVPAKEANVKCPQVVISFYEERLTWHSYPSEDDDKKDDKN
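HP1-beta protein (50 nM final) preincubated 30 min at room temperature with biotinylated H3(1-18)K9me3 peptide (50 nM) in PBS pH 7.4, 0.01% Tween-20, then compound added for 30 min. AlphaScreen streptavidin donor/nickel chelate acceptor beads (10 ug/mL final), 30 min dark, luminescence read.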
BAZ2B block – inhibitors of human BAZ2B bromodomain | Q9UIF8 | AlphaScreen BAZ2B-H3K14Ac peptide displacement | Potency, µM (doses to about 114 µM), without a hit: top-dose activity change, negative = inhibition, most hits filed as inhibitors | 360,000 compounds, 4.4% hits | AID 504333; note: potency is the fitted concentration of half-maximal effect; % is set by controls: 0 for no effect and ±100 for the full control effect; nearly all actives have a fitted effect of over 60% in size
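In this displacement format the biotinylated H3(5-23) peptide acetylated at Lys14 serves as ligand at 50 nM, with BAZ2B at 50 nM in PBS pH 7.4 containing 0.01% Tween-20. Donor and acceptor beads are 10 ug/mL final.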
RGS4 inh – inhibitors of human regulator of G protein signaling 4. Transcreener GDP fluorescence polarization, RGS4-accelerated GTP hydrolysis. Potency, µM (series often up to 114 µM), without a hit: top-dose activity change, negative = inhibition, most hits filed as inhibitors. 390,000 compounds, 0.039% hits; note: potency is the fitted concentration of half-maximal effect; % is set by controls: 0 for no effect and ±100 for the full control effect; nearly all actives have a fitted effect of over 75% in size; some results filed as inactive show a strong effect at the top dose
Target sequence (P49798 whole entry, looked up): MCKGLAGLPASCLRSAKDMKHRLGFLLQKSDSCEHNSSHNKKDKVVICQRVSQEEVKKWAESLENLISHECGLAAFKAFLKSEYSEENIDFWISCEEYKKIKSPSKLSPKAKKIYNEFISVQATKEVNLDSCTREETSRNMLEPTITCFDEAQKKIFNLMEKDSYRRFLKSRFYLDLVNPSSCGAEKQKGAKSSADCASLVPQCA
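MLSMR compounds (23 nl, pin-transferred) preincubated 10 min at room temperature with a 500nM (2x) first reagent, then RGS4 at 900nM (2x) plus Transcreener GDP mix added; fluorescence polarization (620/688 nm) read before and after 90 min at 30 °C.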
G9a block – G9a (human) methyltransferase inhibition; Q96KQ7; G9a H3K9 monomethylation, AlphaScreen, 2 h; Potency, µM (top dose mostly 102 µM), inactives show top-dose activity, negative = inhibition, most hits filed as inhibitors; 350,000 compounds, 8.8% hits; AID 504332; note: potency is the fitted concentration of half-maximal effect; % is set by controls: 0 for no effect and ±100 for the full control effect; nearly all actives have a fitted effect of over 75% in size
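Enzyme 20 nM + cpd, 15 min RT; add b-H3K9 pep 500 nM / SAM 20 uM; 2 h RT; anti-H3K9me1 Ab 0.5 ug/mL + SA donor / anti-rabbit acceptor beads 20 ug/mL each, 10 min; AlphaScreen read.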
ERG Ets-DNA blk – inhibitors of human ERG Ets domain-DNA interaction. fluorescence polarization, His-ERG Ets domain / labelled DNA. P11308. Potency, µM (titrated, usually from 76.9 µM), for inactives: at the top dose FP activity, negative = inhibition, most hits filed as inhibitors. 370,000 compounds, 0.028% hits. AID 624246; active = well fitted inhibition curve with a large enough effect in the polarisation, with a control signal flat; inconclusive = small, poorly fitted or top-dose-only effect, or effect the other way, or a change in a side signal; inactive = no such curve, though single readings can be large or run the other way; the % refers to the polarisation;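 note: polarization taken with two DNA probes labelled with fluorescein and Texas red; potency is the fitted concentration of half-maximal effect; % of control where 0% means no effect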
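His-tagged ERG Ets domain (1 uM in the protein solution; 300mM KCl, 50mM Tris-HCl, 1mM EDTA, 1mM DTT, pH 7.5) received compound, then a probe mix of 5 nM fluorescein-DNA and 100nM Texas-615-DNA. Fluorescence polarization was read for both dyes.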
An asterisk follows results filed as active; ? = inconclusive; / = no result given; & = joins results of further samples; [ ] = dose if it differs, or a comment. Unless noted, calls come from the whole dose curve; as a rule, active = well fitted curve in the direction sought with a large enough effect; inconclusive = small, poorly fitted or top-dose-only effect, or another doubt; inactive = no such curve, though single readings can be large; an effect the other way counts as inactive or inconclusive. Some of the compounds tested. The share of hits here may be higher or lower than overall.

SMILES	PI4K2A block	GLS inh	JMJD2A Tudor	12-LOX inh	HP1b binding inh	BAZ2B block	RGS4 inh	G9a block	ERG Ets-DNA blk
CCOC(=O)c1sc(NC(=O)CSc2nnnn2-c2ccc(C)cc2C)nc1C	5	-15%	-8%	-4%	38%	-14%	-5%	-19%	7%
Cc1cc2oc(C(=O)N(Cc3ccc(N(C)C)cc3)Cc3ccco3)c(C)c2cc1Cl	0	-7%	13µM*	-4%	?	13µM*	23%	13µM*	-8%
O=c1cc(CSc2ccccc2)[nH]c2ccccc12	7	-1%	-15%	-5%	44%[activator]	-5%	21%	4%	-1%
CCC(=O)Nc1ccc(Br)c(Cl)c1	-7	1%	-17%	-10%	53%[activator]	-1%	14%	-34%	-12%
Cc1ccccc1CSc1nnc(-c2cccs2)n1Cc1ccco1	2	1%	-33%	0%	20%	?	-2%	-32%[0.0925 µM]	2%
NS(=O)(=O)c1ccc(N=Nc2c(O)[nH]c3ccc(Br)cc23)cc1	-1	-6%	-18%	?	24%	-4%	1%	?	-22%
COc1ccc2cc(S(=O)(=O)c3ccccc3F)c(=O)oc2c1	-2	-20%	-9%	?	18%	-10%	13%	-25%[59 µM]	-1%
Cc1cccc(-n2cnc3sc(C)c(C)c3c2=O)c1	1	3%	-6%	?	17%	-1%	6%	17%	-7%
Clc1ccc(N/N=C/c2cccnc2)cc1	6	9%	?	?	3%	?	-14%	4µM*	-12%
O=C(Nc1cccc(C(=O)OCc2cc(=O)n3nc(C4CC4)sc3n2)c1)c1cccc(Cl)c1	1	-7%	-19%	-21%	11%	-2%	0%	-3%[59 µM]	-1%
O=C(COc1ccccc1Cl)NCCCNC(=O)c1ccco1	-4	1%	-10%	?	24%	1%	-6%	6%	17%
CCOCC(=O)N1CCC(Cc2ccccc2)CC1	-3	4%	-9%[11.4 µM]	-7%	42%[activator]	4%	-10%	5%[59 µM]	?
COC(=O)c1ccc(NC(=O)CSc2nc3ccc(OC)cc3[nH]2)cc1	1	8%	-2%	-17%	4%	-3%	-9%	6%[59 µM]	6%
CCc1nnc(NC(=O)CSc2nnc(-c3cc4ccccc4cc3O)n2CC)s1	2	40%[activator]	1%	-7%	12%	1%	-39%	28µM*	-9%
CC1Oc2ccccc2N(CC(=O)Nc2ccccc2F)C1=O (stereo unspecified)	2	3%	-14%	3%	39%[activator]	8%	0%	26%	-5%
COc1cc(OC)cc(C(=O)NCc2ccc3[nH]c(C)cc3c2)c1	0	12%	-33%	-1%	27%	?	5%	?	5%
COc1cccc(Cc2nc3ccccc3nc2SCC(=O)Nc2cccc(C)c2)c1	-3	7%	-12%	-23%	32%[57 µM]	-1%	-9%	3%[59 µM]	1%
O=C(CCC1CCCN(C(=O)c2cccnc2)C1)NCc1ccccc1F (stereo unspecified)	-4	-3%	-10%	32%[activator]	31%	-5%	-8%	-18%	-2%
CCn1c(C(=O)N2CCc3ccccc3C2)cc2sccc21	5	1%	-35%	?	20%	-35%	-8%	50µM*	-19%
C=CCn1c(=O)/c(=C\c2ccccn2)s/c1=C(/C#N)C(=O)NCC1CCCO1 (stereo unspecified)	-18	-7%	-30%	13%	-16%	-9%	-50%	-1%	-6%
CCOCCCN1C(=O)CN(C2CCCCCC2)C(=O)C1c1ccc(OCC)c(OC)c1 (stereo unspecified)	-4	-9%	-8%	?	18%	-1%	3%	10%[59 µM]	0%
COc1cc(CN(C(=O)COc2ccc(Cl)cc2)c2ccccn2)cc(OC)c1OC	-1	2%	-9%	-25%	43%[activator]	-6%	13%	-26%[59 µM]	0%
CCCNC(=O)NC(=O)COC(=O)CC(NC(N)=O)c1ccc(Cl)cc1 (stereo unspecified)	0	2%	-7%	-7%	21%	-26%	8%	-2%[59 µM]	7%
COc1cc(-c2nc(N)n[nH]2)cc(OC)c1OC	8	25%	-7%	-24%	35%	-2%	-14%	-38%	0%
C=CCSc1nc2c(C(=O)OCC)nnn2c2ccccc12	-2	-2%	-3%	0%	48%[activator]	-3%	-9%	22%	-3%
CCNC(=O)CC1C(=O)N(c2ccccc2)C(=O)N1CCc1ccc(OC)c(OC)c1 (stereo unspecified)	-3	-5%	-10%	-5%	26%	1%	-29%	15%	3%
CC1CCCC(NC(=O)COC(=O)Cc2cn3ccsc3n2)C1C (stereo unspecified)	-6	3%	-21%	?	9%	2%	-21%	50µM*	-3%
O=C(NC1CCCC1)C(c1ccsc1)N(C(=O)Cc1cccs1)c1ccccc1 (stereo unspecified)	-1	3%	-11%	15%	26%	33%[activator]	-13%	-14%[59 µM]	/
Cc1ccc(N2CCN(C(=S)c3ccc(-c4ccccc4[N+](=O)[O-])o3)CC2)cc1	-1	14%	32µM*	?	14µM*	10µM*	?	7.1µM*	3%
Cc1cnc(C(=O)Nc2ccc(N3CCOCC3)cc2)cn1	2	12%	-9%	8%	41%[activator]	4%	40%	?	-1%
COc1nc(C)ccc1-c1noc(-c2cccnc2)n1	2	-12%	-10%	?	14%	-2%	7%	17%[0.501 µM]	6%
Cn1nc(-c2ccccc2)c2nc3ccccc3nc21	-1	4%	56%[activator]	455%[activator]	49%[activator]	/	34%	35%[59 µM]	0%
COc1ccc(NC(=O)c2cccc(Cl)c2)c[n+]1[O-]	9	-2%	-15%	0%	-11%	0%	-13%	1%	17%
CC1(C)CC(O)C(CCC(O)c2ccccc2)C(C)(C)N1 (stereo unspecified)	-1	18%	-7%	-3%	8%	4%	22%	2%	-2%
CCCNS(=O)(=O)c1ccc2c(c1)CCCN2C(C)=O	-1	-8%	-9%	0%	47%[activator]	13%	-31%	-1%[2.33 µM]	11%
CCc1ccccc1NC(=O)c1cc(S(=O)(=O)NCCc2ccc(OC)c(OC)c2)ccc1F	-1	1%	-22%	-14%	33%	-11%	3%	4%[59 µM]	7%
C=CCOn1c(=O)c(=O)n(OCc2ccccc2)c2ccccc21	5	1%	-16%	0%	26%	3%	-8%	?	4%
O=C(NCCc1nc2ccccc2n1CCOc1ccc(Cl)cc1)C1CCCCC1	/	/	-14%	/	30%	-2%	?	10%[59 µM]	-5%
C=CCOC(=O)COc1ccc2c(C)c(CC)c(=O)oc2c1	-4	-1%	23%	-24%	41%[activator]	18%	-21%	21%[12.7 µM]	1%
CC(C)CN1CCc2nc(N3CCN(c4ncccn4)CC3)ncc2C1	2	9%	?	?	24%	?	-12%	4%[12.7 µM]	7%
COC(=O)c1cccc(COC(=O)CNC(=O)c2ccco2)c1	4	/	-1%	0%	47%[activator]	-3%	-7%	-6%	1%
CCn1c(Cc2ccc(OC)cc2)nnc1SCc1nc2ccccc2c(=O)[nH]1	-1	4%	-7%	-11%&-6%	0%	1%	15%	11%	-13%
CCCCN1CC(=O)N2[C@H](c3ccc(OC)cc3)[C@@H]3C(=O)N(CC)C(=O)[C@@H]3[C@]2(C)C1=O	5	-1%	-20%	/	30%	20%	-9%	/	8%
Cc1cccc(Nc2ccccc2C(=O)NCc2ccco2)c1C	4	?	?	-28%	4%	-37%	-25%	/	-18%
CC(C)Nc1nc2ccccc2c(=O)[nH]1	5	1%	?	?	-8%	6%	?	/	24%
Cc1cccc(OCC(=O)Nc2ccc3c(c2)nc(CCN2CCN(c4ccccn4)CC2)n3C)c1	2	5%	?	9%	10%	?	-9%	/	-5%
CCCN1CCN(CCCNC(=O)c2cc3c(=O)[nH]c4ccc(C)cc4c3s2)CC1	3	?	-25%	5%	-4%	-15%	9%	?	-7%
COc1cccc(CC(=O)Nc2ccc(-c3nc4ccccc4s3)cc2Cl)c1	3	-16%	-15%	-25%	13%	2%	12%	20%[59 µM]	4%
CCOc1ccc(S(=O)(=O)NCCc2ccccn2)cc1	4	1%	-1%	1%	28%	/	-1%	/	1%
COC(=O)c1c(C)[nH]c(C)c1-c1ccccc1Cl	-5	6%	?	0%	-21%	?	-30%	-18%[2.33 µM]	3%

More structures follow:
SMILES	PI4K2A block	GLS inh	JMJD2A Tudor	12-LOX inh	HP1b binding inh	BAZ2B block	RGS4 inh	G9a block	ERG Ets-DNA blk
OC(COc1ccccc1)CN1CCC(Cc2ccccc2)CC1 (stereo unspecified)	1	4%	-16%	7.9µM*	17%	1%	13%	-25%	-3%
CCOC(=O)c1ccc(NC(=O)CCOc2ccc(C)cc2)cc1	4	2%	-11%	-8%	5%	-26%	20%	-26%[12.7 µM]	4%
CCOc1ccc(CCNC(=O)CN2C(=O)NC(CCSC)C2=O)cc1OCC (stereo unspecified)	6	3%	1%	-3%	30%	-18%	15%	1%	-4%
CCc1ccc(NC(=S)NC2CC3CCC(C2)N3Cc2ccco2)cc1 (stereo unspecified)	4	8%	-13%	5%	3%	-4%	14%	7%[12.7 µM]	-3%
Clc1cccc(N2CCN(c3nc4ccccc4n4nnnc34)CC2)c1	-3	4%	34%[activator]	-17%	90%[activator]	22%	-7%	108%[activator][59 µM]	0%
